# TAAR1 ag = human TAAR1 agonism. Q96RJ0. CHO RD-HGA16 TAAR1, Fluo-8 calcium fluorescence; vehicle wells 0%, saturating PEA agonist 100%. activation, % at 3 µM. 360,000 tested, 0.99% active. AID 624467;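 active = activation above the mean activation of all test compounds in the run plus 3 SD, cut at about 38% in these data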
#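 Test system: RD-HGA16 (CHO) cells co-expressing Gα16 and hTAAR1; dosing: one-point dosing at 3 µM (nominal); timing: 17-24 h seeding, 75 min 37 °C dye, 30 min RT; signal: kinetic Fluo-8 calcium fluorescence; read-out basis: % activation relative to PEA EC100 response; controls: DMSO and PEA EC100; replicates: n 1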
# OXTR potentiate = human OXTR potentiation; activation, % at 3 µM; 320,000 tested, 0.061% active; P30559; CHO-OTR cells, Fluo-8 calcium fluorescence, potentiator mode; 0% = oxytocin EC15, 100% = EC100;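 active = activation above that plate's cutoff, the mean activation of tested compounds plus 3 SD, cut at about 6.6% in these data, passing the limit was not always enough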;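 also: 100% uses oxytocin at 75 nM as the full agonist control; some results filed as inactive read as strong as hits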
# Target sequence (P30559 whole entry, looked up): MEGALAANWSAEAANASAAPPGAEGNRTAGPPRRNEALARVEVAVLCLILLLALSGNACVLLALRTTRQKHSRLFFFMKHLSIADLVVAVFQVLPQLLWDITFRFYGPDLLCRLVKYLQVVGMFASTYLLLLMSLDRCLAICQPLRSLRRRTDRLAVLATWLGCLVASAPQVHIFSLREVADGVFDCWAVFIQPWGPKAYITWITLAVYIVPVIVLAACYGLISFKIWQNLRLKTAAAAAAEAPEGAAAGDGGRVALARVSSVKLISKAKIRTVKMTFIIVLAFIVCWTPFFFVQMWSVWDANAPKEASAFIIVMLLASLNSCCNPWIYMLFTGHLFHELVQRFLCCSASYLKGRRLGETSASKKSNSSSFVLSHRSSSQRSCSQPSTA
#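 Replication – single well per compound, singlicate · Assay system – CHO cell line stably expressing human OTR · Timing – 6 min pre-incubation, 100 s read · Measure – normalized max/min fluorescence ratio, % activation · Doses – 3.0 µM, one dose · Detection – Fluo-8 calcium dye fluorescence · Probe or stimulus – oxytocin near EC15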
# M1 ag = agonists of human M1 muscarinic receptor; activation, % at 3 µM; CHO-K1 hM1, Fluo-8 calcium fluorescence, agonist mode; 0% DMSO, 100% acetylcholine EC100; AID 588814; 360,000 tested, 0.33% active; P11229;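 active = activation above the run's mean compound activation plus 3 SD, cut at about 16% in these data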;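 also: peak over basal fluorescence ratio within a 140 s kinetic read after compound addition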
# Target sequence (P11229 whole entry, looked up): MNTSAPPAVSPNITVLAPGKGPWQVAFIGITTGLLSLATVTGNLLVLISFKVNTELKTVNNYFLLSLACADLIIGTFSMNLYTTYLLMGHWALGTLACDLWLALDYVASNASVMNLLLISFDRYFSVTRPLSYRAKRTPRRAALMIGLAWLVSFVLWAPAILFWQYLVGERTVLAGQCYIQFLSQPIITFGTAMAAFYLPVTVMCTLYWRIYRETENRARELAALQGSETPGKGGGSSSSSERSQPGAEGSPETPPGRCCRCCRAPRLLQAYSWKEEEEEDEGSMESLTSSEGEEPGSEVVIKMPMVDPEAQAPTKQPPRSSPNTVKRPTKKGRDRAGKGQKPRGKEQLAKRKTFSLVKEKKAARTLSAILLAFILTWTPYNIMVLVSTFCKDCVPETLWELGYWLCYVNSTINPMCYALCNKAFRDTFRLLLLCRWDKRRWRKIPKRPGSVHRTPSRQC
# TAAR1 antag = antagonists of human TAAR1; Q96RJ0; CHO RD-HGA16 TAAR1, Fluo-8 calcium fluorescence, antagonist; inhibition, % at 3 µM; 360,000 tested, 1.5% active; AID 624466;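 active = inhibition above a per-plate cutoff, the mean inhibition of test compounds on that plate plus 3 SD, cut at about 49% in these data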;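 also: 0% = DMSO plus EC80 beta-PEA response and 100% = DMSO alone without agonist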
#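 Test system: hTAAR1-expressing CHO RD-HGA16 cells, Gα16-coupled; Probe or stimulus: EC80 β-phenethylamine stimulus; Compound dosing: single nominal final test compound concentration of 3 µM; Timing: 140 s kinetic read after compound, 140 s after agonist; Signal: Fluo-8 calcium-sensitive fluorescence; Measure: % inhibition of agonist calcium response; Controls: DMSO and EC80 PEA controls.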
# CHO parental Ca = counter-screen for OX1R antagonists: effect in parental CHO cells; parental CHO-K1, ATP-induced calcium, Fluo-8 fluorescence; inhibition, % at 5.6 µM; 330,000 tested, 0.63% active;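 active = inhibition above that plate's mean sample inhibition plus 3 SD, cut at about 26% in these data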;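 also: 0% = ATP-challenged DMSO wells and 100% = DMSO wells without ATP; some compounds past the cut are filed as inactive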
#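 test system = CHO parental line | reagent = ATP stimulus | measured by = intracellular calcium via Fluo-8 no-wash fluorescent dye | control set = ATP and no-ATP DMSO wells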
# CHRM1 antagonist = human CHRM1 antagonism. AID 588852. P11229. CHO-K1 hM1, Fluo-8 calcium fluorescence, ACh EC80 antagonist. 360,000 tested, 1.3% active. inhibition, % at 3 µM;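 active = percent inhibition above its own plate's cutoff, namely the mean of that plate's compound wells plus 3 SD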;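 also: peak over basal fluorescence ratio during 140 s after agonist addition; 0% = ACh EC80 plus DMSO and 100% = DMSO alone without agonist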
# CHO-K1 Ca PAM = M1 PAM counterscreen hit in parental CHO-K1 cells; ATP EC20, Fluo-8 calcium fluorescence; 0% at ATP EC20, 100% at ATP max; activation, % at 3 µM; 360,000 tested, 0.02% active;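 active = activation above the run cutoff, the mean activation of all test compounds plus 3 SD, cut at about 40% in these data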;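 also: peak over basal fluorescence ratio in a 140 s read after ATP addition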
# CHO-K1 Ca antag = nonselective inhibitor or artifact in parental CHO-K1 cells; ATP-induced calcium, Fluo-8 fluorescence; inhibition, % at 3 µM; 360,000 tested, 0.6% active; AID 602250;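 active = inhibition above a per-plate cutoff, the plate's mean sample inhibition plus 3 SD, cut at about 24% in these data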;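 also: 0% = DMSO plus EC80 ATP and 100% = DMSO alone without ATP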
# CHO-K1 Ca ag = M1 agonist counterscreen hit in parental CHO-K1 cells; Fluo-8 calcium fluorescence; scaled to maximal ATP response, vehicle zero; activation, % at 3 µM; 360,000 tested, 0.48% active; in the data active = activation above about 15%;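 also: untransfected CHO-K1 host cells lacking M1 receptor as counterscreen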
# Numbers without * were called inactive; / = no result given; & = joins results of further samples.
SMILES,TAAR1 ag,OXTR potentiate,M1 ag,TAAR1 antag,CHO parental Ca,CHRM1 antagonist,CHO-K1 Ca PAM,CHO-K1 Ca antag,CHO-K1 Ca ag
O=[N+]([O-])c1ccc(C(=S)N2CCN(Cc3ccccc3)CC2)cc1,1,-1,-3,6,-16,-4,16,-12,0.7
O=C(NCC(=O)N(c1ccccc1)C(C(=O)NC1CCCCC1)c1cccnc1)c1cccs1 (stereo not drawn),2,-11,-5,4,-13,-11,9,-10,0.3
CCN1C(=O)c2ccccc2S(=O)c2ccc(C(=O)N3CCN(C(=O)c4ccco4)CC3)cc21 (stereo not drawn),2,-2,-11,-11,-10,3,-2,2,-0.1
CC(C)(C)n1nnnc1C(c1cccs1)N(Cc1cccnc1)Cc1ccco1 (stereo not drawn),4,-15,-2,6,-24,98*,23,-10,0.4
Cc1ccc(C(=O)Nc2cccc(C(=O)O)c2)cc1S(=O)(=O)N1CCCCC1,/,-3,-4,/,-9,-5,14,-13,0.5
Cc1ccc(NC(=O)Cn2cc(C(F)(F)F)cc(Cl)c2=O)cc1Cl,3,-3,-5,3,-8,-4,15,1,1.1
O=C(NCc1ccco1)c1cc2n(n1)C(C(F)(F)F)CC(c1ccc(F)cc1)N2 (stereo not drawn),11,-8,-1,-10,-15,10,-9,16,1.3
COC(=O)c1cc([N+](=O)[O-])c(-n2cncn2)c([N+](=O)[O-])c1,3,/,-9,-8,/,-2,23,-10,1.2
CCc1ccc(OCCNC(=O)c2ccco2)cc1,-1,0,-4,-3,11,-8,3,-4,0.6
O=S(=O)(Nc1ccccn1)c1cccc(S(=O)(=O)c2ccc(Br)cc2)c1,3,-28,-3,7,13,15,18,-11,3.1
COc1ccccc1OCC(O)CN1CCN(CC(=O)Nc2c(C)cccc2C)CC1 (stereo not drawn),0&0,-11&2,0&7,-18&-7,-6&-17,-37&-38,-2&-4,-8&1,0.9&0.4
CCc1ccc(S(=O)(=O)N/N=C(/C)c2ccncc2)cc1,1,-2,2,4,-3,-4,-2,-2,4.5
O=C(NN=C1CCCCC1)c1ccccc1OCc1ccc(F)cc1,4,-9,-7,4,-27,-4,15,-5,0.1
CC1(C)NC(=O)N(CCCCOc2ccc(Br)cc2Cl)C1=O,6,-19,0,-10,-25,-4,17,-6,1.3
CC1CC(C)CN(C(=O)Cn2nnc(-c3ccc(Br)cc3)n2)C1 (stereo not drawn),3,-12,-5,-23,-8,-13,7,4,-0.4

# Grouped by structure: those above containing a nitro group on carbon (two)
SMILES,TAAR1 ag,OXTR potentiate,M1 ag,TAAR1 antag,CHO parental Ca,CHRM1 antagonist,CHO-K1 Ca PAM,CHO-K1 Ca antag,CHO-K1 Ca ag
O=[N+]([O-])c1ccc(C(=S)N2CCN(Cc3ccccc3)CC2)cc1,1,-1,-3,6,-16,-4,16,-12,0.7
COC(=O)c1cc([N+](=O)[O-])c(-n2cncn2)c([N+](=O)[O-])c1,3,/,-9,-8,/,-2,23,-10,1.2

# Additional records:
SMILES,TAAR1 ag,OXTR potentiate,M1 ag,TAAR1 antag,CHO parental Ca,CHRM1 antagonist,CHO-K1 Ca PAM,CHO-K1 Ca antag,CHO-K1 Ca ag
COc1ccc(C(=O)NCC(=O)OCC(=O)c2ccc(Cl)cc2)cc1OC,1,0,-4,-27,-13,0,7,-15,0.4
COc1ccc(N2C=C3C(=O)C(C)(OC(=O)CCc4ccccc4)C(=O)C=C3C=C2c2ccc(C#N)cc2)cc1 (stereo not drawn),-1,-3,-6,9,-12,0,19,-17,-0.1
CNC(=O)N(O)C1N(/N=C/c2cccs2)C(=S)SC1(C)C (stereo not drawn),1,-8,1,-24,-17,-15,13,-13,1.5
CC(C)c1ccc(N(CC(=O)NCc2ccco2)C(=O)CCC(=O)Nc2nccs2)cc1,2,-11,-3,-5,-12,0,2,-18,2.1
O=c1oc2ccccc2c(Nc2ccc3ccccc3c2)c1[N+](=O)[O-],/,-21,-2,/,2,10,1,-4,2.9
Cn1c(CC(=O)NNC(=O)c2ccccc2F)nc2ccccc21,1,-3,-2,8,-2,-6,-2,-16,0.3
C=CCN(C(=O)c1cccc(N2C(=O)C3CC=CC(C)C3C2=O)c1)c1ccccc1 (stereo not drawn),2,-9,2,-14,-12,-5,19,-13,0.6
O=C(Nc1cccc(Cl)c1)N1CCc2ccccc2C1,31,-7,-7,14,-8,-10,-25,13,0.3
CC(=O)c1ccc(N2CCN(C(=O)c3ccc(Cl)c(NC4=NC5CS(=O)(=O)CC5S4)c3)CC2)cc1 (stereo not drawn),1,2,-7,-7,6,-13,19,-11,0.8
O=C(c1ccc(C(F)(F)F)cc1)C1CCCN(C(=O)c2csnn2)C1 (stereo not drawn),-1,-1,-2,-15,-25,-2,33,-23,5.4
CC(C)c1ccc(NC(=O)C2C3C=CC(CC3)C2C(=O)O)cc1 (stereo not drawn),-1,-7,-4,-10,-12,-2,-7,2,5.3
Cn1c([N+](=O)[O-])cnc1COC(N)=O,2,-5,1,-15,2,-18,6,9,0.3
Cc1nc(-c2ccccn2)sc1C(=O)O,0,1,-5,-13,2,-2,6,2,0.1
O=C(/C=C/c1ccc([N+](=O)[O-])cc1)OCC(=O)N1c2ccccc2Sc2ccccc21,3,-1,-2,-9,-10,4,-13,20,-0.2
CC(=O)Nc1ccc(S(=O)(=O)NC(C)c2ccncc2)cc1 (stereo not drawn),2,-9,-2,-15,-9,5,4,-17,0.1
C=CCNC(=O)c1sccc1Oc1ccc(F)cc1[N+](=O)[O-],1,-12,-12,19,-12,2,-13,-2,0.1
CC1(C)CCCN(C(=O)N2c3ccccc3Sc3ccccc32)C1,6,0,-6,0,-9,6,2,6,-0.2
CC(C)(C)c1ccc(C(=O)NCc2ccco2)cc1,-1,-6,-5,-11,-1,-11,28,-10,2.1
Cc1cc(C)n(CCNC(=O)CC2C(=O)NCCN2Cc2ccccc2C(F)(F)F)n1 (stereo not drawn),6,1,-3,16,-21,-6,13,-3,11
COc1ccc(C(=O)C(=NN)c2ccccc2)cc1,-1,/,-2,-12,/,-11,-8,2,-0.4
Cc1ccc(S(=O)(=O)N2CCC(C(=O)OCC(=O)N(Cc3ccccc3)C(C)(C)C)CC2)cc1C,6,-2,-4,32,7,1,-7,4,-0.3
O=C(O)/C=C/c1ccc(S(=O)(=O)N2CCN(CCN3C(=O)C4C5C=CC(C5)C4C3=O)CC2)cc1 (stereo not drawn),0,0,-2,-15,-10,1,0,4,3.2
CCC[N+](C)(C)C(C)C(OC(C)=O)c1ccccc1 (stereo not drawn),1,1,-8,-14,-10,12,-6,7,-0.3
Cc1ccc(NS(=O)(=O)c2cc(C(=O)Nc3cccnc3)ccc2C)cc1,3,/,-1,-15,/,-3,-9,-4,0.9
CN(C)c1ccc(S(=O)(=O)NCC(=O)NCCOc2ccccc2F)cc1[N+](=O)[O-],0,-8,-3,-11,-19,-17,-14,-3,0.4
Oc1ccc(-c2nncn2-c2ccccc2)cc1,1,-1,-3,-2,-3,0,5,-10,0.7
CCc1nc(SCc2ccc(Br)cc2)n[nH]1,-2,-11,-2,7,20,-8,-2,-5,5.3
O=C(C1CCN(c2nnc(-n3cccc3)s2)CC1)N1CCN(c2cccc(C(F)(F)F)c2)CC1,0,-25,-3,-15,5,40*,1,4,0.8
CSc1nc2ncc3c(n2n1)CC(C)(C)CC3=O,6,3,-5,-9,-7,-11,17,-11,0.2
COc1ccc(NC(=S)Nc2ccc(OC)cc2OC)c(OC)c1,1,-11,-4,0,-10,0,16,-11,0.4
CS(=O)(=O)Nc1ccc2c(c1)[C@@H]1C[C@@H](CC(=O)NCc3cccnc3)O[C@H](CO)[C@@H]1O2,2,/,-3,-17,/,-8,27,-18,0.9
CN1C(=O)N(C)c2cccc3cccc1c23,6,-10,-3,-5,-6,-13,2,-12,0.0
Cc1ccc(NC(=O)N2CCCC2C(=O)NCc2cccs2)cc1 (stereo not drawn),2,-8,-2,-9,1,-15,1,-6,0.0
CC(O)(c1ccccc1)c1nc(-c2ccc(Cl)cc2)cs1 (stereo not drawn),0,/,-1,0,/,-6,5,-6,1.1
O=C(Nc1cccc(-c2nc3ccccc3[nH]2)c1)c1cccc(NC(=O)c2ccco2)c1,16,-7,-3,47,-15,37*,8,-31,7.7
O=c1c(/C=N/O)coc2ccc3ccccc3c12,11,-15,5,-13,-6,-22,10,-4,0.0
Cc1nn(-c2ccccc2)c(C)c1C(=O)NCCc1ccccc1,1,-9,-1,13,-11,3,-20,-6,0.1
O=C(Nc1c2c(nn1-c1ccc(F)cc1)CS(=O)C2)c1ccco1 (stereo not drawn),1,-6,-2,-17,-12,-1,-4,2,1.1
Cc1cc(NS(=O)(=O)c2ccc(Nc3nc(-c4ccc(O)cc4)cs3)cc2)no1,1,-1,-10,-10,-1,6,19,-7,0.3
O=C(O)c1oc2ccc(Br)cc2c1-n1cccc1,4,6,-1,8,11,-6,5,7,-0.2
COc1ccc(CNC(=O)C2CCN(S(=O)(=O)c3ccc4nc5c(c(C(=O)O)c4c3)CC(C)CC5)CC2)cc1 (stereo not drawn),2,-4,-1,-14,-8,-3,-11,-3,0.2
CCc1ccc(CNC(=O)C2CCN(S(=O)(=O)N3CCCC3)CC2)cc1,6,-2,2,-4,1,-9,12,-12,3.9
COc1ccc(N2C(=O)CC(Cc3ccccc3)C2=O)cc1 (stereo not drawn),5,-2,-6,-9,-9,-4,15,3,1.7
CCOC(=O)C1=CCN(S(=O)(=O)c2ccccc2F)C1c1cccc(C)c1 (stereo not drawn),-1,/,-10,1,/,3,12,1,0.9
CC1(C)Cc2cccc(OCC(=O)O)c2O1,0,-10,-3,-21,0,-2,2,4,0.3

# Brought forward from above: 2 entries, followed by the next part.
SMILES,TAAR1 ag,OXTR potentiate,M1 ag,TAAR1 antag,CHO parental Ca,CHRM1 antagonist,CHO-K1 Ca PAM,CHO-K1 Ca antag,CHO-K1 Ca ag
CCOC(=O)C1=CCN(S(=O)(=O)c2ccccc2F)C1c1cccc(C)c1 (stereo not drawn),-1,/,-10,1,/,3,12,1,0.9
CC1(C)Cc2cccc(OCC(=O)O)c2O1,0,-10,-3,-21,0,-2,2,4,0.3
Cn1nccc1-c1cc(Cl)cc(Cl)c1O,3,-4,-4,-13,4,-13,7,-4,1.8
COc1ccc(OC)c(S(=O)(=O)N2CCN(C(=O)c3cc(C4CC4)nn3-c3ccccc3)CC2)c1,0,-5,-8,16,-32,-7,16,-12,0.4
COc1cccc(C(=O)Nc2sc3c(c2C(=O)O)CCCC3)c1,-1,/,-4,-5,/,-2,-4,-8,0.5
CCOCCCNC(=O)C(NC(=O)c1cnccn1)c1ccc(OC)cc1 (stereo not drawn),16,-7,0,-6,-6,-17,12,4,0.3

# Bioassay records deposited in PubChem by The Scripps Research Institute Molecular Screening Center.
